# Screening results as filed in PubChem.
# 4MU fluor – qHTS Assay for Spectroscopic Profiling in 4-MU Spectral Region; max dye-equivalent concentration, M; hit rate 11% among 59,000; compound autofluorescence, 340/450 nm, 4-MU equivalents; active compounds read high; AID 589, 2007; in the data active = max dye-equivalent concentration above about 10 nM; inconclusive = mostly about 1.1 nM to 9.6 nM
#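 Compounds in 100 mM Tris, pH 8.0, sat 15 min at room temperature before fluorescence was read at 340 nm excitation/450 nm emission; a per-plate six-point 4-MU standard curve converted signals to dye-equivalent concentration at each compound concentration.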
# BRCT inh green – qHTS Assay for Inhibitors of BRCT-Phosphoprotein Interaction (Green Fluorophore); BRCA1 BRCT-phosphopeptide binding, green fluorescence polarization; Potency, µM (highest dose often 76.9 µM), without a hit: at the top dose activity change, negative = inhibition, usual class: inhibitors; hit rate 0.05% among 75,000;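 also: potency is read from the fitted curve at half-maximal effect; plate controls were peptide without protein for full effect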
#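 Fluorescence polarization: His-tagged BRCT (~35 kDa BRCA1 C-terminus, 250 nM) bound to 100 nM fluorescein-labeled phosphorylated 10-aa BACH1 peptide, pH 7.3 phosphate buffer with DTT and Tween 20. Compounds incubated 12 min at room temperature; inhibition read as lowered polarization.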
# Hsp90 Hop PPI – qHTS Assay for Disrupters of an Hsp90 Co-Chaperone Interaction. Hsp90 C-terminal peptide / TPR2A (Hop) interaction, human. AlphaScreen TPR2A-His6 binding biotin-Hsp90 C-terminal peptide. Potency, µM (highest dose often 57 µM), for inactives: top-dose activity change, negative = inhibition. hit rate 0.44% among 71,000; active = well fitted curve in either direction with a large enough effect; inconclusive = small, poorly fitted or top-dose-only effect, or another doubt; also: potency is read from the fitted curve at half-maximal effect; % is scaled to controls: 0 for no effect and ±100 for the full control effect; many of its hits are not listed in these tables
# CRE Fsk mod – Cell signaling CRE-BLA (Fsk stim) | CHO CRE-bla reporter (cAMP response element driving beta-lactamase), forskolin EC10, beta-lactamase ratio | Potency, µM (highest dose often 38.2 µM), for inactives: at the highest dose activity change, negative = inhibition, most hits filed as activators | hit rate 2.5% among 71,000 | AID 662, 2007; active = well fitted activation curve with a large enough effect in the signal ratio, with a control signal flat, not every such curve was filed as active; inconclusive = small, poorly fitted or top-dose-only effect, or effect the other way, or a change in a side signal; the % refers to the signal ratio; also: potency is read from the fitted curve at half-maximal effect; % of control where 0% means no effect
#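 Using CellSensor CRE-bla CHO cells in Opti-MEM with 0.5% dialyzed FBS, compounds were titrated with EC10 NKH 477 for 3 h at 37 °C. CCF4 ratio (460/530 nm) gave %Activity; AC50 derived.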
# 15-hLO inh – qHTS Assay for Inhibitors of 15-hLO (15-human lipoxygenase) | AID 887, 2007 | purified 15hLO-1, xylenol orange hydroperoxide absorbance | Potency, µM (doses to about 57.1 µM), for inactives: at the highest dose activity change, negative = inhibition, hits mostly inhibitors | hit rate 1.4% among 74,000; also: potency is read from the fitted curve at half-maximal effect; % is scaled to controls: 0 for no effect and ±100 for the full control effect; nearly all actives have a fitted effect of over 55% in size
# Target sequence (P16050 whole entry, looked up): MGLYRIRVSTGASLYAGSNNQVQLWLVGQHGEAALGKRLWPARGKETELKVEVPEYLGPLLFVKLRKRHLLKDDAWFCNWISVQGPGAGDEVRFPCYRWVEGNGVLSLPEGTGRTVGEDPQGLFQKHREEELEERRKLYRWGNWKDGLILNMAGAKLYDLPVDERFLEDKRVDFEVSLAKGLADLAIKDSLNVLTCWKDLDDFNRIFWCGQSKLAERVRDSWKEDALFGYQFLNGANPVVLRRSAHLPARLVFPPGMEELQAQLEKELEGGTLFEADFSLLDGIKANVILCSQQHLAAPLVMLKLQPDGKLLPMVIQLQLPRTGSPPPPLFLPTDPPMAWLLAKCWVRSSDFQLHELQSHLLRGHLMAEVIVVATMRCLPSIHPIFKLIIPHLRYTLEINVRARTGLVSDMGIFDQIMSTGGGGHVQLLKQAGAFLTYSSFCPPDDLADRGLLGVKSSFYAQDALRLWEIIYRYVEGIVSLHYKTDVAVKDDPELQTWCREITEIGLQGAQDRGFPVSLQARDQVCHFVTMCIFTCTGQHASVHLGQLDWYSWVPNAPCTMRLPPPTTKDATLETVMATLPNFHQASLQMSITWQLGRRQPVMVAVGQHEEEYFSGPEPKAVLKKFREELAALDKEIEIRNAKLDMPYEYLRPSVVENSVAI
#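 Readout: Fe(III)-xylenol orange absorbance, 573-to-405 nm ratio as reaction progress. Enzyme 40 nM purified human 15hLO-1, substrate 50 uM arachidonic acid, 6 min RT after 15 min compound preincubation; Hepes pH 7.5 buffer with Triton X-100.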
# A350 autofl – qHTS Assay for Spectroscopic Profiling in A350 Spectral Region. Compound autofluorescence, 340/450 nm, Alexa 350 dye-equivalents; active compounds read high. max dye-equivalent concentration, M. hit rate 11% among 59,000; in the data active = max dye-equivalent concentration above about 10 nM; inconclusive = mostly about 1.1 nM to 9.6 nM
# BRCT PPI red – qHTS Assay for Inhibitors of BRCT-Phosphoprotein Interaction (Red Fluorophore); BRCT-phosphopeptide binding, red fluorescence polarization; hit rate 0.03% among 75,000; Potency, µM (highest dose often 76.9 µM), without a hit: at the top dose activity change, negative = inhibition, actives largely listed as inhibitors; also: % is scaled to controls: 0 for no effect and ±100 for the full control effect
#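 Rhodamine-labelled pBACH1 10-mer (100 nM) bound to BRCT domain (100 nM) at pH 7.3; compounds incubated 12 min room temperature, polarization read. Free peptide defines full inhibition; unlabelled decapeptide titrated as control.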
# Pol III holo inh – qHTS Assay for Inhibitors of DNA Polymerase III Holoenzyme System; reconstituted DNA polymerase III holoenzyme replication, biochemical; Potency, µM (doses to about 57.1 µM), for the others: at the top dose activity change, negative = inhibition; hit rate 0.25% among 71,000; also: potency is read from the fitted curve at half-maximal effect; % is scaled to controls: 0 for no effect and ±100 for the full control effect
#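 Reconstituted *E. coli* holoenzyme (0.35 nM Pol III, 1 nM beta, 154 nM SSB, 2 nM primase) was preincubated with compound for 15 min at RT. Synthesis on 1.4 nM ssM13Gori ran 35 min, then was stopped with PicoGreen/EDTA and read as dsDNA fluorescence.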
# GFP derepression – qHTS Assay for Epigenetic Modulators; hit rate 0.09% among 68,000; Potency, µM (highest dose often 46.1 µM), without a hit: top-dose GFP derepression (activation); mouse C127i GFP locus derepression, cytometry, 30 h; also: % of control where 0% means no effect
#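 Locus derepression in mouse mammary C127i cells whose integrated CMV-GFP reporter is normally silent; GFP expression after 30 h compound treatment was quantified by counting fluorescent cells.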
# UbGFP stabilizer – Ubiquitin-GFP Assay. 67,000 tested, under 10 active. Potency, µM (series often up to 45.9 µM), for inactives: at the top dose activation (GFP accumulation), actives largely listed as activators. Ubiquitin-GFP reporter cells, proteasome inhibition, GFP fluorescence; response scale: untreated = 0%, 10 µM MG-132 = 100%; active = well fitted activation curve with a large enough effect, not every such curve was filed as active; inconclusive = small, poorly fitted or top-dose-only effect, or another doubt; inactive = no such curve, though single readings can be large or run the other way; also: potency is read from the fitted curve at half-maximal effect
#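 Proteasome block read as GFP accumulation: ubiquitin(G76V)-GFP U2OS cells exposed to compound (2.9 nM–46 uM) for 4 hr at 37 C. Normalization used untreated cells as 0% and 10 uM MG-132 as 100%; concentration-response curves fitted.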
# HBB splicing – qHTS Assay for Modulators of Hemoglobin Beta Chain Splicing; HBB splicing reporter cell assay, activation; EGFP reporter with mutant IVS2-654 intron; response scale: normalised to 500 nM splice-correcting PNA; Potency, µM (doses to about 46.1 µM), inactives show top-dose activation, actives largely listed as activators; hit rate 0.06% among 65,000; also: potency is read from the fitted curve at half-maximal effect; 0% is about no effect
#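 HeLa cells stably expressing EGFP interrupted by mutant beta-globin intron 2 (IVS2-654), 500/well in 2% FCS. Treated with compound for 2 days at 37C. Splicing correction scored as total well GFP intensity (488 nm excitation, 500-520 nm emission); 500 nM antisense PNA served as control.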
# Starred values were filed as active, the others as inactive; i = inactive; u = inconclusive; x = no result given; [ ] = remark or other dose. Unless noted, calls follow the shape of the dose curve; as a rule, active = well fitted curve in the direction sought with a large enough effect; inconclusive = small, poorly fitted or top-dose-only effect, or another doubt; inactive = no such curve, though single readings can be large; an effect the other way counts as inactive or inconclusive. Random draw from the library; overall some 12% were active at least once.
SMILES,4MU fluor,BRCT inh green,Hsp90 Hop PPI,CRE Fsk mod,15-hLO inh,A350 autofl,BRCT PPI red,Pol III holo inh,GFP derepression,UbGFP stabilizer,HBB splicing
O=C(CSCc1cnn(-c2ccccc2)c1-n1cccc1)NCCN1CCOCC1,i,0.0%,0%,-4%,4%,i,0.8%,-4%,0%,11%,-0.4%
O=c1cnc2cnc(Oc3ccccc3)nc2n1Cc1cccs1,i,-0.8%,-6%,-7%,-12%,i,0.3%,-13%,16%[9.22 µM],-4%,2.1%
OCCN1CCN(CC(O)COc2ccc3ccccc3c2)CC1 (configuration not stated),i,0.2%,-3%,-5%,-5%,i,-0.6%,-3%,0%,4%,0.1%[57.5 µM]
c1ccc(CNc2ccnc(-c3cccnc3)n2)cc1,i,0.1%,0%,u,-27%,i,-2.1%,-8%,0%[9.22 µM],1%,-0.4%
O=C(OCc1nnc(-c2ccccc2)o1)c1cc(S(=O)(=O)N2CCOCC2)c(Cl)cc1Cl,i,-1.1%,-3%,u,-1%,i,1.1%,-1%,-1%,4%,-3.4%
CCOC(=O)COc1ccc2c(c1)C(=O)CC1(CCN(C(C)=O)CC1)O2,1.4e-06M*,-0.4%,0%,20%,0%,1.9e-06M*,0.4%,0%,6%,-1%,-1.3%[57.5 µM]
CC(C)c1ccc(-c2nc(N3CCCC3)nc3n[nH]c(N)c23)cc1,i,-3.5%,-1%,11%,8%,i,-0.8%,-1%,1%,4%,-1.8%
COc1ccc(CCNC(=O)CSc2nc(C)nc3c2oc2ccccc23)cc1OC,i,-2.0%,-3%,u,10%,i,0.2%,-4%,4%,-5%,0.2%[0.369 µM]
O=C(O)Cn1c(CC(=O)N2CCCC2)nc2ccccc21,i,-1.5%,1%,-4%,10%,i,0.3%,4%,1%,3%,-0.3%[57.5 µM]
O=c1c(-c2ccc(F)cc2)nc2cnc(Nc3ccccc3)nc2n1C1CC1,u,-0.6%,-6%,u,-15%,u,-0.7%,-3%,2%[9.22 µM],-1%,0.0%
Cc1ncoc1C(=O)Nc1ccccc1-c1ccccc1,u,1.2%,1%,16%,-13%,u,-0.2%,3%,3%,14%,4.4%[1.84 µM]
COc1cc(C(=O)NCc2ccc(OCCN(C)C)cc2)cc(OC)c1OC,i,-2.2%[3.08 µM],-1%[26 µM],6%[17.1 µM],7%,i,-0.8%,-4%[25.6 µM],9%[20.6 µM],1%[20.5 µM],-0.5%[20.6 µM]
O=C(NCC1COc2ccccc2O1)c1c[nH]c2ccc(S(=O)(=O)N3CCOCC3)cc2c1=O (configuration not stated),i,-0.2%,-1%,u,-9%,i,0.4%,-4%,5%,2%,-1.4%
O=C(O)CCCC(=O)Nc1cccc2cccnc12,i,-0.6%,-6%,u,4%,i,-0.7%,-8%,0%,2%,-0.8%
Cc1cccc(C)c1-n1nnnc1SCSc1nnnn1-c1c(C)cccc1C,i,-1.0%,-3%,7%,-5%,i,-0.4%,-1%,2%,-3%,-1.2%
COc1cccc(NC(=O)N2CCCC2C(=O)NC2CC2)c1 (configuration not stated),i,-1.3%,-4%,-10%,3%,i,0.0%,-8%,1%,3%,-2.5%
O=C(Nc1ccccc1)N1CC=C(c2ccccc2)CC1,u,0.4%,1%,-14%,25µM*,u,1.9%,-4%,0%,1%,0.0%
CCc1ccccc1NC(=O)CSc1nnc([C@@H](N)Cc2ccccc2)o1,i,-0.2%,0%,3%,0%,i,-0.3%,-4%,0%,-4%,-1.6%
COc1cc2nc(CN(C)CC(=O)Nc3ccc(N4CCOCC4)cc3)[nH]c(=O)c2cc1OC,i,2.5%,-5%,u,20%,i,1.2%,-1%,1%,2%,-2.1%
O=C1C(Cl)=C(NCC2CCCO2)C(=O)N1CCc1ccccc1 (configuration not stated),i,-0.1%,20%,-1%,-14%,i,-0.8%,-4%,4%,1%,0.8%

# Part of the list above, limited to CRE Fsk mod and Hsp90 Hop PPI:
SMILES	CRE Fsk mod	Hsp90 Hop PPI
O=C(O)Cn1c(CC(=O)N2CCCC2)nc2ccccc21	-4%	1%
O=c1c(-c2ccc(F)cc2)nc2cnc(Nc3ccccc3)nc2n1C1CC1	u	-6%
Cc1ncoc1C(=O)Nc1ccccc1-c1ccccc1	16%	1%
COc1cc(C(=O)NCc2ccc(OCCN(C)C)cc2)cc(OC)c1OC	6%[17.1 µM]	-1%[26 µM]

# Quoted from the listing.
# GFP derepression with O=C(Nc1ccccc1)N1CC=C(c2ccccc2)CC1 = 0%
# BRCT PPI red with O=C(O)Cn1c(CC(=O)N2CCCC2)nc2ccccc21 = 0.3%

# Remaining list, next part.
SMILES,4MU fluor,BRCT inh green,Hsp90 Hop PPI,CRE Fsk mod,15-hLO inh,A350 autofl,BRCT PPI red,Pol III holo inh,GFP derepression,UbGFP stabilizer,HBB splicing
Nc1nc2c(s1)C(=O)CCC2,i,-1.7%,-2%,0%,5%,i,0.9%,-6%,1%,1%,x
CCC(=O)Nc1ccccc1C(=O)OCC(=O)Nc1ccc(S(N)(=O)=O)cc1,i,0.8%,4%,0%,3%,i,0.7%,7%,6%,-2%,-0.3%
CC(C)c1ccc(O)c(NC(=O)c2cncc(Br)c2)c1,i,-0.4%,-6%,u,9%,i,-0.2%,-1%,0%,1%,-1.2%
CCOCCCNC(=O)C1CCCN1C(=O)NC1CCCCC1 (configuration not stated),i,-0.5%,1%,-1%,1%,i,0.9%,-2%,1%,3%,x
COc1ccccc1-n1c(CNC(=O)c2ccc(S(=O)(=O)N3CCOCC3)cc2)n[nH]c1=S,i,-1.8%,0%,6%,3%,i,-1.4%,-5%,-2%,-4%,-0.1%
O=C(Nc1cccc(F)c1)N1CCCC2(CCN(C(=O)c3cc(C(F)(F)F)cc(C(F)(F)F)c3)CC2)C1,i,-4.5%,0%,u,-1%,i,-1.6%,-13%,-2%[9.22 µM],-6%,-0.6%
O=C(NCc1ccncc1)Nc1ccccc1Cl,x,-1.9%,-4%,-1%,4%,x,-0.4%,-10%,2%,2%,0.2%
COc1ccc(C(=O)NCCC(C)C)cc1S(=O)(=O)N1CCOCC1,i,-3.7%,1%,-1%,8%,i,-1.7%,2%,1%,6%,-0.8%
CNC(=O)c1cc2c(=O)n3cccc(C)c3nc2n1C,2.6e-07M*,-0.2%,1%,u,1%,2.7e-07M*,0.3%,-2%,-2%,1%,-4.3%
CCCC(=O)Nc1ccc2oc(-c3cccnc3)nc2c1,1.2e-08M*,0.4%,-3%,u,0%,1.2e-08M*,-0.7%,-4%,-1%,-8%,x
Cc1ccc(CNC(=O)C2CCN(S(=O)(=O)c3c(C)noc3C)CC2)cc1,i,-1.3%,-1%,u,-3%,i,0.4%,-1%,0%,-7%,-0.9%
CCOCCCNc1ccc(-c2ccccc2)nn1,i,-2.1%,-6%,7%,-1%,u,0.4%,1%,-2%,-4%,x
CCOC(=O)N(Cc1ccccc1)C(C(=O)O)C(C(=O)O)N(Cc1ccccc1)C(=O)OCC (configuration not stated),i,-2.9%,2%,2%,-4%,i,1.3%,-10%,2%,3%,-1.3%[57.5 µM]
COc1ccc(OC)c(NC(=O)C2CCCN(S(=O)(=O)c3c(C)noc3C)C2)c1 (configuration not stated),i,-1.3%,-2%,9%,-5%,i,-0.2%,0%,2%,-10%,-0.5%
O=S(=O)(NCCOCCNS(=O)(=O)c1ccccc1)c1ccccc1,x,-1.0%,-1%,2%,-3%,x,-1.6%,2%,0%,-17%,0.3%
Nc1sccc1C(=O)c1ccc(Cl)cc1,i,16%,-6%,u,-16%,i,-0.4%,0%,0%,-1%,3.5%
CCc1cc(C)cc(OCCNC(=O)c2ncn[nH]2)c1,i,0.3%,u,-2%,25%,i,1.5%,-2%,3%,-5%,-0.7%
COc1ccc2[nH]c(C)c(CCN3C(=O)OC(C)(C)C3(C)O)c2c1 (configuration not stated),x,-2.8%,-7%,-6%,-4%,x,-1.1%,-7%,x,-7%,-0.2%
COCCNC(=O)C1CC(c2cccc(OC)c2)=NO1 (configuration not stated),i,-0.4%,0%,u,0%,i,-1.1%,-6%,-2%,12%,-1.1%
